tim10-1 inh: growth inhibitors of tim10-1 mutant yeast, primary screen, luminescence, uHTS; S. cerevisiae tim10-1 ts strain growth, BacTiter-Glo, 24 h; inhibition, % at 20 µM; 330,000 tested, 2.2% active;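 active = inhibition of at least 40%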;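 also: mutant grown at 25 °C; 0% = DMSO wells with yeast and 100% = wells holding no yeast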
APOBEC3A inh: APOBEC3A ssDNA deaminase inhibitors, primary screen, selectivity assay for APOBEC3G inhibitor project, biochemical, FAM/TAMRA oligo cleavage fluorescence | DNA dC->dU-editing enzyme APOBEC-3A (Homo sapiens), P31941 | inhibition, % at 20 µM | 330,000 tested, 0.41% active | recombinant A3A, FAM/TAMRA ssDNA deamination fluorescence;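 active = at least 40% inhibition at 20 µM here, with at most 30% in a related deaminase screen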;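 also: plate controls were A3A with DMSO for no effect and wells lacking A3A enzyme for full effect; some results filed as inactive read as strong as hits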
hIAP inh: human IAP inhibitors, primary screen, biochemical, luminescence, uHTS | 330,000 tested, 0.12% active | purified IAP, CDP-Star luminescence, 30 min | AID 2544, 2010 | Intestinal-type alkaline phosphatase (Homo sapiens), P09923 | inhibition, % at 10 µM;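 active = inhibition reaching a set limit with compound at 10 µM in the primary screen, cut at about 35% in these data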;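 also: plate controls were DMSO wells with enzyme for no effect and no-enzyme buffer wells for full effect; values of inactives mirror those of a sister screen read the other way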
Target sequence (P09923 whole entry, looked up): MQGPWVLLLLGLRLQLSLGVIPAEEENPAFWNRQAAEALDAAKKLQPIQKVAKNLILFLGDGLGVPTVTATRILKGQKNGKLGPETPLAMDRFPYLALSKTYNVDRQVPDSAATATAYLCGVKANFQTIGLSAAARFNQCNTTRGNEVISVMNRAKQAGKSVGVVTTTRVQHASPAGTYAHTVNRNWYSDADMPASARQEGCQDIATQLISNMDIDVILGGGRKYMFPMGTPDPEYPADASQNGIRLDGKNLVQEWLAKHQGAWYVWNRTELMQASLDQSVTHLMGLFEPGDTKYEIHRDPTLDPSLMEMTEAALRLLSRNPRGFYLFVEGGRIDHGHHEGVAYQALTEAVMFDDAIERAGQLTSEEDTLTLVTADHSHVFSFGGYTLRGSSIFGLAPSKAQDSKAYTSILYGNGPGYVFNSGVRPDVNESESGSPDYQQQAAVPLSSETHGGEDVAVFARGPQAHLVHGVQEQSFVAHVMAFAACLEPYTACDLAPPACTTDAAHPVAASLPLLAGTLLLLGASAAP
NLRP3 yeast inh: NALP3 inflammasome inhibitors in reconstituted yeast, primary screen, luminescence, uHTS; Yeast reconstituted NLRP3/ASC/caspase-1, beta-gal luminescence, 24 h; inhibition, % at 10 µM; 330,000 tested, 0.39% active;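 active = inhibition of 50% or more; inactive = inhibition below 50%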;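 also: plate controls were induced DMSO wells for no effect and uninduced yeast grown without galactose for full effect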
beta cell repl: inducers of MIN6 beta-cell proliferation, primary screen, ATP luminescence, uHTS | MIN6 cells proliferation, ATPlite luminescence, 48 h; cells starved in 0.2% serum; 100% = growth in 10% serum | proliferation, % at 10 µM | 330,000 tested, 0.29% active | AID 2380, 2010;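 active = compounds whose signal lies at least 3.5 SD above the mean of all wells on their plate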;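 also: 0% = DMSO-treated cells in low-serum medium and 100% = 10% serum control; some compounds called inactive have numbers as strong as hits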
mIAP act: activators of mouse IAP, primary screen, biochemical, luminescence, uHTS; intestinal alkaline phosphatase [Mus musculus]; muIAP, CDP-Star luminescence, 30 min; stronger effect = higher value; 1 = vehicle-only enzyme signal, 0 = enzyme-free wells; activation factor at 10 µM; 330,000 tested, 0.24% active; AID 2805, 2010;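 active = activation factor of at least 2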; also: the source names both 10 and 20 µM as test concentration; values of inactives mirror those of a sister screen read the other way
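Assay system: mouse IAP enzyme; Reagent: CDP-Star chemiluminescent phosphatase substrate; Compound: DMSO-dissolved test compounds; Incubation: 30 min, room temperature; Technique: luminescence from enzymatic CDP-Star hydrolysis; Controls: DMSO-only wells and no-enzyme negative control.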
APOBEC3G inh: APOBEC3G DNA deaminase inhibitors, primary screen, biochemical, fluorescence, single-stranded DNA substrate, uHTS | inhibition, % at 20 µM | AID 493012, 2011 | 330,000 tested, 0.28% active | recombinant A3G, ssDNA deamination FAM/TAMRA fluorescence;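 active = inhibition of at least 40% at 20 µM, with no more than 30% in the related APOBEC3A deaminase screen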;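 also: plate controls were DMSO wells with A3G for no effect and wells lacking A3G enzyme for full effect; some compounds called inactive have numbers as strong as hits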
Target sequence (Q9HC16 whole entry, looked up): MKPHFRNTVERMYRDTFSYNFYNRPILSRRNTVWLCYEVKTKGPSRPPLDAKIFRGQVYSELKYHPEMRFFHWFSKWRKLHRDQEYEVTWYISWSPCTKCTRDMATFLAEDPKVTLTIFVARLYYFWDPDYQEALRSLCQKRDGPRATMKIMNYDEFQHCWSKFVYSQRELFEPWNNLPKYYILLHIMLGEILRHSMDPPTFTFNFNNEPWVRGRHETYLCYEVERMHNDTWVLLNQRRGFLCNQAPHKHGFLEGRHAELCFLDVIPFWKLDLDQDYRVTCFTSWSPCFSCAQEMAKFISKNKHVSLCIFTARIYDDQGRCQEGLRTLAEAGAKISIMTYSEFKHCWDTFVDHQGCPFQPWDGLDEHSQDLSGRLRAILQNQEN
TIM10 inh: growth inhibitors of isogenic TIM10 control yeast, primary screen, counter-screen for tim10-1 yeast inhibitor project, luminescence, uHTS; S. cerevisiae TIM10 strain growth, BacTiter-Glo luminescence, 24 h; inhibition, % at 10 µM; 330,000 tested, 1.4% active;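 active = inhibition of 40% or more at the single tested concentration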;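 also: wild-type TIM10 isogenic control strain grown at permissive 25 °C; 0% = DMSO yeast wells and 100% = minimal medium wells without yeast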
mIAP block: inhibitors of mouse IAP, primary screen, biochemical, luminescence, uHTS; intestinal alkaline phosphatase [Mus musculus]; purified mouse IAP, CDP-Star luminescence, 30 min; inhibition, % at 10 µM; 330,000 tested, 0.2% active; AID 2806, 2010;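 active = inhibition of at least 40% at 10 µM in the primary screen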;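 also: plate controls were DMSO with enzyme for no effect and no enzyme wells for full effect; values of inactives mirror those of a sister screen read the other way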
The depositor's hits bear a star; & = joins results of further samples.

| canonical_smiles | tim10-1 inh | APOBEC3A inh | hIAP inh | NLRP3 yeast inh | beta cell repl | mIAP act | APOBEC3G inh | TIM10 inh | mIAP block |
| --- | --- | --- | --- | --- | --- | --- | --- | --- | --- |
| O=C(CCN1CCc2ccccc2C1)Nc1ccccc1F | 11 | 0 | 5 | 14 | -3 | 0.93 | 1 | -14 | 7 |
| Cc1scc(C(=O)NNC(=S)NC(C)c2ccccc2)c1C (stereo not given) | 26 | 5 | -65 | -1 | 1 | 1.1 | 1 | -1 | -5 |
| N/C(=N\OC(=O)c1ccc(Cl)cc1)c1nonc1N | 34 | 0 | 5 | 35 | -2 | 0.98 | -7 | 23 | 2 |
| CCNC(=O)/C(C#N)=C/c1c(N2CCN(c3ccc(OC)cc3)CC2)nc2c(C)cccn2c1=O | 37 | -7 | -10 | 13 | -2 | 0.96 | -10 | 7 | 4 |
| COc1ccccc1OCC(=O)n1cc(C(=O)c2cc(Cl)cc(Cl)c2O)cn1 | 13 | 4 | 8 | 5 | -2 | 0.86 | -7 | -3 | 14 |
| Cc1ccc(C)c(S(=O)(=O)N2CCCC2CNC(=O)C(=O)NC2CCCCCC2)c1 (stereo not given) | 24 | 0 | 3 | 19 | -2 | 0.93 | 1 | 10 | 8 |
| CO/N=C/Cc1c([N+](=O)[O-])c(C)nn1C | 1 | -5 | 3 | 9 | -2 | 0.95 | -7 | 5 | 5 |
| Cc1ccc(-c2cc(-c3ccccc3)c(C#N)c(Br)n2)cc1 | 9 | -1 | 14 | 8 | -6 | 1 | -4 | 11 | -3 |
| CC(C)C(OC(=O)C1=Cc2ccccc2OC1)C(=O)NC1CCCC1 (stereo not given) | 12 | -5 | 12 | 30 | -1 | 1.1 | -4 | 15 | -6 |
| CCC(C)(C)C(=O)Nc1cc([N+](=O)[O-])ccc1F | 4 | -3 | -11 | 18 | 0 | 0.92 | -2 | 3 | 8 |
| CN1CCN(C(=S)c2ccc(-c3cc(Cl)ccc3Cl)o2)CC1 | 34 | -5 | -33 | 17 | -1 | 0.76 | -6 | 16 | 24 |
| CCSc1nc2ccccc2n1CCC(=O)O | 6 | 2 | 7 | 24 | -3 | 1.1 | -2 | 12 | -12 |
| CC(C)OC(=O)CSc1nc(N)c(C#N)cc1C#N | 5 | -3 | 10 | -4 | 1 | 1.1 | -11 | 7 | -9 |
| O=C(NCc1ccncc1)C12CC3CC(CC(C3)C1)C2 | -11 | -2 | -4 | 1 | 1 | 0.95 | -8 | 4 | 5 |
| O=C1N[C@H](Cc2ccccc2)COC(=O)[C@H](Cc2ccc(F)cc2)CC/C=C/C[C@H]1CC(=O)N(CCO)Cc1ccccc1 | 6 | -1 | 0 | 15 | -6 | 0.99 | -1 | 9 | 1 |
| CC(C)N1CCC(N2CCN(Cc3cnc(-c4ccccc4)s3)CC2CCO)CC1 (stereo not given) | 0 | 5 | 20 | -6 | 1 | 1 | 4 | 4 | -1 |
| CCN(CC(=O)NCc1ccc2c(c1)OCO2)S(=O)(=O)c1ccc(F)cc1 | 23 | -7 | -20 | 18 | -2 | 1.1 | -7 | -4 | -11 |
| CCOC(=O)c1sc2nc(C)nc(SCC(=O)N(C)C3CCS(=O)(=O)C3)c2c1C (stereo not given) | 1 | -3 | -4 | 3 | -4 | 0.93 | -5 | 17 | 8 |
| COc1ccc(-c2csc(N3CCN(C(=O)c4ccco4)CC3)n2)cc1 | 21 | 1 | 22 | 14 | -3 | 0.8 | 2 | 10 | 20 |
| CN(C(=O)c1ccc(OC2CCN(C(=O)c3cccnc3)CC2)cc1)C1CCCCC1 | 12 | -2 | -2 | 7 | -1 | 0.97 | -11 | 25 | 2 |

(further entries)
canonical_smiles,tim10-1 inh,APOBEC3A inh,hIAP inh,NLRP3 yeast inh,beta cell repl,mIAP act,APOBEC3G inh,TIM10 inh,mIAP block
C/C(=N\NC(=O)COc1c(C)cccc1C)c1cccs1,-10,1,3,23,-3,0.99,-7,13,1
Cc1cccc(-c2noc(CN(C(=O)c3ccc(Br)o3)C(C)C)n2)c1,11,-1,-26,18,-2,0.95,-3,-12,5
COc1cccc(/C=C/C(=O)OCC(=O)NC(=O)NC2CCCC2)c1,29,-3,17,12,-2,0.94,-5,3,6
Cc1cc(C)n(C(=O)CCNC(=O)c2ccccc2Cl)n1,-10,-4,-9,5,-2,0.94,-7,-6,6
CC1(COS(N)(=O)=O)CCCCC1,0,2,-9,-1,-1,0.98,-7,1,2
CC(=O)c1cn(CC(=O)Nc2ccc(C)cc2C)c2ccccc12,-5,0,0,0,-4,1.1,-4,-9,-7
C=CCOC(=O)C1=C(C)NC(=O)NC1C1CC=CCC1 (stereo not given),0,-18,8,13,5,0.96,-5,4,4
Cc1ccc(-c2cc(C(=O)N/N=C/c3ccoc3)c3ccccc3n2)cc1,40,-2,3,13,1,1.1,6,6,-10
COc1ccc2nc(Cl)c(C#N)cc2c1,7,-1,8,-10,5,0.97,6,10,3
Cc1cc(C)nc(NCCC(=O)O)n1,-1,-4,18,13,0,1,-7,12,-1
CC(C)Oc1nc(-c2ccccc2Cl)nc2ccccc12,-3,-2,1,3,0,0.96,-5,9,4
NC1=NC(=Nc2ccc(Br)cc2)c2ccccc21,27,-1,-19,9,-2,0.97,-5,23,3
COCCNC(=S)N/N=C(\C)c1ccc(OC(F)F)cc1,24,1,2,1,-2,0.97,-5,27,3
Cc1cc(NCCCN2CCOCC2)n2ncc(-c3ccccc3)c2n1,12,-5,-10,35,-3,1,-8,-22,0
CC(C)(C)C(=O)COC(=O)c1ccc(N)c([N+](=O)[O-])c1,16,-1,-28,19,1,0.88,-7,9,12
COc1ccc(NC(=O)C2CCN(S(=O)(=O)c3ccc(OC)c(OC)c3)CC2)cc1,18,-1,-21,15,-2,1,-6,11,-4
CCOC(=O)N1CCN(C(=O)C(C)(C)Oc2ccc(Cl)cc2)CC1,21,1,2,9,4,1,-1,6,-1
COc1cc(/C=N/NC(=O)c2ccoc2C)cc(OC)c1O,-8,3,-4,-1,0,0.97,-8,0,3
O=C(NCCCC1CCCC1)C1CCC(=O)N(Cc2ccc(Cl)cc2)C1 (stereo not given),30,-5,-25,-8,-3,1.2,-5,15,-22
Cc1ccc2c(c1)N(C(=O)NC1CCCCC1)C(C)(C)CC2C (stereo not given),-4,2,-2,2,-1,1.1,2,5,-12
N#Cc1ccc(/C=C/C(=O)c2ccco2)cc1,27,3,-37,28,-4,1,0,-3,-2
CN(Cc1ccco1)S(=O)(=O)c1nnc(NC(=O)c2ccccc2)s1,1,2,-2,7,-1,0.97,0,4,3
CCCCC(=O)Nc1cc(C)c(NC(=O)c2cccs2)cn1,9,-1,6,-6,0,1.1,-6,-15,-11
O=S(=O)(Nc1ccc(-c2ccc(N3CCOCC3)nn2)cc1)c1cc(Cl)ccc1Cl,27,-2,-8,11,-3,0.97,-1,19,3
COc1ccc(NC2CCCN(C(=O)CCc3cn[nH]c3)C2)cc1 (stereo not given),5,0,-10,5,0,0.96,-8,4,4
CCn1c(SCc2ccc(C(=O)Nc3nccs3)cc2)nnc1-c1ccc(N)cc1,29,-15,6,12,3,1.1,6,1,-10
O=C(Nc1ccc(COc2ccccc2)cc1)Oc1ccccc1N1CCOCC1,8,-3,11,4,2,1.1,-8,17,-13
O=C(Nc1nn(Cc2ccccc2F)cc1Br)c1cccs1,17,0,4,-14,0,0.98,-7,12,2
CCOC(=O)c1c(C)[nH]c(C)c1C(=O)CSc1nc2ccccc2c(=O)n1-c1ccccc1C,15,0,-14,14,-5,0.99,-5,10,0
CCN(C(=O)COC(=O)/C=C/c1cnc2ccccc2n1)C1CCS(=O)(=O)C1 (stereo not given),12,0,-6,-11,0,0.99,-4,-16,1

8 entries already listed, ordered by length of the SMILES, highest first.
canonical_smiles,tim10-1 inh,APOBEC3A inh,hIAP inh,NLRP3 yeast inh,beta cell repl,mIAP act,APOBEC3G inh,TIM10 inh,mIAP block
CCNC(=O)/C(C#N)=C/c1c(N2CCN(c3ccc(OC)cc3)CC2)nc2c(C)cccn2c1=O,37,-7,-10,13,-2,0.96,-10,7,4
O=S(=O)(Nc1ccc(-c2ccc(N3CCOCC3)nn2)cc1)c1cc(Cl)ccc1Cl,27,-2,-8,11,-3,0.97,-1,19,3
CC(C)(C)C(=O)COC(=O)c1ccc(N)c([N+](=O)[O-])c1,16,-1,-28,19,1,0.88,-7,9,12
CCOC(=O)N1CCN(C(=O)C(C)(C)Oc2ccc(Cl)cc2)CC1,21,1,2,9,4,1,-1,6,-1
COc1ccc(NC2CCCN(C(=O)CCc3cn[nH]c3)C2)cc1 (stereo not given),5,0,-10,5,0,0.96,-8,4,4
Cc1cc(NCCCN2CCOCC2)n2ncc(-c3ccccc3)c2n1,12,-5,-10,35,-3,1,-8,-22,0
Cc1scc(C(=O)NNC(=S)NC(C)c2ccccc2)c1C (stereo not given),26,5,-65,-1,1,1.1,1,-1,-5
NC1=NC(=Nc2ccc(Br)cc2)c2ccccc21,27,-1,-19,9,-2,0.97,-5,23,3

(further entries)
canonical_smiles,tim10-1 inh,APOBEC3A inh,hIAP inh,NLRP3 yeast inh,beta cell repl,mIAP act,APOBEC3G inh,TIM10 inh,mIAP block
CN(C)S(=O)(=O)c1ccc(NC(=O)COC(=O)C2COc3ccccc3O2)cc1 (stereo not given),8,-1,0,2,-1,0.99,-6,9,1
CCOC(=O)C1=C(C)N=c2s/c(=C/c3ccc(OCC(=O)O)cc3)c(=O)n2C1c1cc(OC)c(OC)c(OC)c1 (stereo not given),23,0,11,21,-1,0.92,-2,5,8
Cc1ccc(NC(=O)CN(C)C(=O)CSc2nc(C)cs2)cc1,15,5,9,-4,-1,1.1,-14,-6,-5
CCCCCCCCCCOC(=O)Cn1c(COc2ccc(OC)cc2)[n+](C)c2ccccc21,30&19,-2&5,11&20,15&16,-6&-6,0.91&1,-9&-2,33&-14,9&0
CCOC(=O)N1CCN(C(=O)c2cccc(NC(=O)c3ccco3)c2)CC1,-51,-3,26,-17,-2,0.98,-8,-24,2
O=C(COc1ccc(Cl)cc1Cl)NC(=O)N1CCCCC1,10,-5,12,23,-2,1.1,-5,-5,-10
C[C@@H](NC(=O)c1nc[nH]c1C(=O)NCCCCCNC(=O)OC(C)(C)C)c1ccccc1,2,-3,-38,9,-2,0.91,-5,-5,10
COc1ccc(N2CC(C(=O)Nc3c(C(N)=O)oc4ccccc34)CC2=O)cc1 (stereo not given),-1,2,9,27,6,0.99,-11,7,1

Screening data (PubChem)
